HTRA1 inh – HTRA1 serine protease inhibitors, primary screen, biochemical, fluorescence polarization, HTS; Q92743; recombinant HTRA1, FP-rhodamine activity-based probe; inhibition, % at 5.96 µM; AID 504803, 2011; 340,000 compounds, 0.5% hits; in the data active = inhibition above about 36%;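 note: 0% = enzyme with DMSO and 100% = wells lacking enzyme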
PRMT1 inh – PRMT1 methyltransferase inhibitors, primary screen, biochemical, fluorescence polarization | Protein arginine N-methyltransferase 1 (Homo sapiens), Q99873 | recombinant PRMT1, activity-based probe fluorescence polarization | inhibition, % at 2.79 µM | 370,000 compounds, 1.3% hits;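 active = inhibition above about 21% made by adding two undisclosed values, limit read from the data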
PG9 binder – binders of HIV-1 gp120 antibody PG9, primary screen, biochemical, TR-FRET; inhibition, % at 6.7 µM; AID 624416, 2012; 360,000 compounds, 0.43% hits; TR-FRET gp120-PG9 antibody binding; in the data active = inhibition above about 8.5%
UHRF1 binding – UHRF1 methylated DNA binding inhibitors, primary screen, counter-screen for MBD2 inhibitor project, biochemical, TR-FRET, human UHRF1, single concentration. UHRF1 binding to methylated oligo. inhibition, % at 4.4 µM. 370,000 compounds, 0.75% hits. AID 687016, 2013; in the data active = inhibition above about 21%;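 note: UHRF1 SRA domain binding a hemimethylated CpG hairpin DNA probe; 0% = median of test compound wells and 100% = reference inhibitor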
TDP2 absorb – human TDP2 enzyme inhibitors, primary screen, biochemical, epi absorbance, recombinant enzyme | Tyrosyl-DNA phosphodiesterase 2 (Homo sapiens), O95551 | T5PNP hydrolysis, p-nitrophenol absorbance 415 nm | inhibition, % at 12.8 µM | 370,000 compounds, 0.34% hits;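 active = inhibition above the mean of all tested compounds plus 3 SD, set per campaign, cut at about 25% in these data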;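 note: 0% = DMSO with enzyme and 100% = buffer with substrate but no TDP2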
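System: recombinant human TDP2 / Amount: 120 nM TDP2 per well / Also added: 5 mM T5PNP chromogenic substrate / Doses: 12.8 µM single point, 1% DMSO / Incubation: 2 h at 37 °C / Detection: p-Nitrophenol epi absorbance / Evaluation: % inhibition relative to enzyme-containing and enzyme-free wells / Repeats: singlicate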
DDE Tn7 FP inh – inhibitors of Tn7 peptide binding to fibrin DD(E), primary screen, biochemical, fluorescence polarization, human fibrin, Tn7 probe; FP displacement of FITC-Tn7 peptide from fibrin DD(E); 0% = median of compound wells per plate; inhibition, % at 8.3 µM; Fibrinogen beta chain (Homo sapiens), P02675; 370,000 compounds, 0.13% hits;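 active = inhibition above the mean of compounds falling within the control limits plus 3 SD of them, cut at about 14% in these data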;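 note: 0% = plate median of compound wells and 100% = 10 µM Aha-Tn7 peptide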
Target sequence (P02675 whole entry, looked up): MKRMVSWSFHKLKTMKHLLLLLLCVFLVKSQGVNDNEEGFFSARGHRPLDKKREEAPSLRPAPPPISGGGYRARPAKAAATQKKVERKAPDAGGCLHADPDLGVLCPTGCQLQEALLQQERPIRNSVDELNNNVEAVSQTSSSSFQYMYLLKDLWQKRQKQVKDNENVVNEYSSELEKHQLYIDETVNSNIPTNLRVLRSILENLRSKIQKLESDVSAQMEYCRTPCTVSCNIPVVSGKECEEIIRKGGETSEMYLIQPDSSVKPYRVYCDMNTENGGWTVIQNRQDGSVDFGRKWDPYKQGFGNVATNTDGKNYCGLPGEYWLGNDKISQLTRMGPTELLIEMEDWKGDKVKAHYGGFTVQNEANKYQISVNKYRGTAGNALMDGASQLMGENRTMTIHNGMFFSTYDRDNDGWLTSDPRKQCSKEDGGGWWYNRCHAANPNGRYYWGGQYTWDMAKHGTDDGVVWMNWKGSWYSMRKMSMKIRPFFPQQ
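system = human fibrin DD(E) protein | quantity = DD(E) 2 µM final | medium = Tris/NaCl/CaCl2 buffer, pH 7.8 | also added = labelled Tn7 tracer, 0.1 µM | compound dosing = single point at 8.3 µM | timing = compound with protein 10 min, then 3 h after probe, room temperature | signal = FP measurement | benchmarks = Aha-Tn7 high control | repeats = one replicate per compound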
TCR-CD3 inh – inhibitors of human TCR-CD3 interaction, primary screen, biochemical, fluorescence, TAMRA-labeled TCR probe. T-cell receptor (TCR). inhibition, % at 9.4 µM. 360,000 compounds, 0.37% hits; in the data active = inhibition above about 19%;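 note: recombinant mutant TCR 2C K166C tagged with TAMRA read by polarization; 0% = receptor in buffer alone and 100% = receptor with positive control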
SIAE primary – human SIAE inhibitors, primary screen, biochemical, fluorescence polarization, FP-Rh probe, 1536-well HTS | Sialate O-acetylesterase (Homo sapiens), Q9HAT2 | SIAE FP-Rh probe binding | inhibition, % at 9.66 µM | 370,000 compounds, 0.69% hits;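 active = inhibition above a cutoff: mean of compounds within the control limits plus 3 SD of those, cut at about 17% in these data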;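 note: 0% = plate median of compound wells and 100% = probe without SIAE protein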
mABHD4 FP – ABHD4 inhibitors, primary screen, biochemical, fluorescence polarization, mouse | AID 720543, 2013 | inhibition, % at 8.92 µM | 370,000 compounds, 0.54% hits | (Lyso)-N-acylphosphatidylethanolamine lipase (Mus musculus), Q8VD66 | purified mABHD4, FP-Rh probe fluorescence polarization;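 active = inhibition exceeding the mean over every tested compound plus 3 SD, cut at about 30% in these data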;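 note: 0% = plate median of compound wells and 100% = S159A mutant with DMSO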
Target sequence (Q8VD66 whole entry, looked up): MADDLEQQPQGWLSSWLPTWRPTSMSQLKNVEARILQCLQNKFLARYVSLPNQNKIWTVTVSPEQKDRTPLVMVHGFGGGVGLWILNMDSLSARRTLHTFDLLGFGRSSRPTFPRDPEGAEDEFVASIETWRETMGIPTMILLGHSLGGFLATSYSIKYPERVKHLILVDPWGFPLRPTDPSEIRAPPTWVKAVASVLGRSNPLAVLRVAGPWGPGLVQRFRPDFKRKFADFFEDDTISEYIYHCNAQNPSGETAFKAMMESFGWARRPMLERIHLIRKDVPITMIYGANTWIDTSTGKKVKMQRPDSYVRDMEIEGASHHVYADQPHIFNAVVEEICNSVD
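Assay system: mABHD4 protein; medium: HEPES pH 7.0, NaCl, Pluronic buffer; dosing: 8.92 µM, single dose; schedule: 45 min + 60 min at 25 °C; signal: FP readout, ex 525 nm / em 598 nm; read-out: normalized percent inhibition of probe labeling; repeats: single replicate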
LEDGF integ inh – blockers of LEDGF/p75-dependent integrase strand transfer – biochemical, TR-FRET, high throughput, primary screen | HIV-1 integrase (with human LEDGF/p75) | 370,000 compounds, 0.64% hits | AID 743269, 2014 | inhibition, % at 3.7 µM | TR-FRET IN-LEDGF/p75 DNA integration, Eu/Cy5;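 active = inhibition above the screen-wide mean plus 3 SD, cut at about 13% in these data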;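 note: signal is the Cy5 over europium emission ratio at 671 and 618 nm; 0% = plate median of compound wells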
* hit, by the source's call; . = not tested or not shown. Compounds were not picked by outcome. About 4.2% of those tested had a hit in this group.

SMILES	HTRA1 inh	PRMT1 inh	PG9 binder	UHRF1 binding	TDP2 absorb	DDE Tn7 FP inh	TCR-CD3 inh	SIAE primary	mABHD4 FP	LEDGF integ inh
O=C(N/N=C/c1cccc([N+](=O)[O-])c1)c1ccc2nc[nH]c2c1	-3	0	-2.7	-4	-1	-2	5	-7	2	-1
O=C(O)c1ccc2c(c1)C(=O)N(C(Cc1ccc(O)cc1)C(=O)O)C2=O (stereo not given)	-8	8	0.1	1	11	2	-1	13	4	1
OCC[C@@H]1NCc2cc(CO)cc(-c3ccccc3)c21	-16	-1	-0.7	0	9	1	1	-5	-22	-5
Cc1[nH]ccc2c1[nH]c1cc(=O)ccc12	-8	0	1.9	-8	-4	1	-4	-3	3	-4
CC1=C(C(=O)OCc2ccccc2)N2C(=O)[C@@H](NC(=O)COc3ccccc3)[C@H]2SC1	-6	-2	-1.0	0	9	-5	-4	-2	-6	-2
O=C(Nc1ccccc1)OCCN1CCCC12CCC(c1ccccc1)CC2 (stereo not given)	.	4	.	2	-8	-3	.	-6	-1	-1
CCOc1ccc(CCNC(=O)c2ccc(NC3=NC4CS(=O)(=O)CC4S3)cc2)cc1 (stereo not given)	-8	-2	0.2	-2	17	2	5	-1	-7	3
Cc1cc(C)c(-c2csc(NC(=O)C3=NN(c4ccccc4)C(=O)CC3)n2)c(C)c1	-2	-4	1.7	-3	4	0	0	5	-4	1
CCCCC1CC2=C(C(=O)OC(C)(C)O2)C(c2ccc3ccccc3c2)O1 (stereo not given)	.	3	0.6	6	-4	12	-5	1	-13	2
CN(C)C(CNC(=O)c1ccc2c(=O)n(-c3ccccc3F)c(=S)[nH]c2c1)Cc1ccccc1 (stereo not given)	0	-5	-1.2	-3	-5	-4	7	1	2	0
COc1ccc(-c2c(-c3ccccc3OC)sc3ccccc23)cc1OC	-30	1	-0.4	0	-7	0	8	3	-14	-2
O=C(Nc1ccc(N2CCN(Cc3ccccc3F)CC2)cc1)c1ccc([N+](=O)[O-])o1	4	4	-0.4	2	-5	7	0	6	2	0
Cc1cc(C)n(/N=C/c2ccccc2)c(=O)c1C#N	-3	2	-1.0	0	-17	-1	-6	0	2	-7
O=C(O)C(Cc1ccccc1)N1C(=O)c2ccccc2C1=O (stereo not given)	10	3	-1.1	-2	14	2	4	0	-3	0
C[C@@H]1CN([C@H](C)CO)C(=O)c2c(c3ccccc3n2C)-c2ccccc2CO[C@H]1CN(C)S(=O)(=O)c1cn(C)cn1	4	-3	1.0	2	4	-5	0	1	4	-4
N#Cc1ccccc1S(=O)(=O)N1CCN(Cc2c(O)ccc3ccccc23)CC1	-8	34*	1.7	1	4	-5	-3	5	0	0
Cc1cc(NS(=O)(=O)c2ccc(NC(=O)c3ccc(Cl)nc3)cc2)nc(C)n1	0	-2	-2.5	3	-6	2	-1	8	-1	-3
O=C(Nc1ccccc1C(=O)N1CCN(CCO)CC1)c1cccc([N+](=O)[O-])c1	3	4	-1.0	0	7	1	1	-3	-3	-5
CCOC(=O)c1c(C)oc2ccc(O)c(CN(C)C)c12	-2	-1	-0.8	1	5	2	-1	3	2	0
Cc1nc(N)c(C#N)c(-c2ccccc2Cl)c1C	5	-2	0.5	-2	-3	-2	3	-7	5	-1
Cc1ccnc(NC(=O)CCC(=O)N(CC(=O)NCCc2ccccc2)Cc2ccco2)c1	-1	6	1.0	7	-14	4	-7	-7	-10	-2
Cc1ccc(NC(=O)CSc2nnc(CNC(=O)c3ccccc3F)o2)cc1	-5	1	-1.5	1	-3	4	5	-3	-2	-2
CCCC(=O)NC(=S)Nc1cc(-c2nc3ncccc3o2)ccc1C	5	2	-2.5	0	3	-9	-8	-5	5	-4
Cc1cccc(N2C(=O)CC(N3CCN(c4cccc(C(F)(F)F)c4)CC3)C2=O)c1 (stereo not given)	-13	6	-0.1	1	-6	-2	-8	6	-2	-4
COC(=O)N/N=C(C)\C=C\c1ccco1	-2	-1	-5.0	0	12	2	0	7	1	-2

The results go on:
SMILES	HTRA1 inh	PRMT1 inh	PG9 binder	UHRF1 binding	TDP2 absorb	DDE Tn7 FP inh	TCR-CD3 inh	SIAE primary	mABHD4 FP	LEDGF integ inh
Clc1ccc2noc(-c3ccccc3)c2c1	2	0	-0.8	7	-12	-12	1	-1	0	6
COc1nnc(-c2ccc(C)c(S(=O)(=O)NC(C)(C)CO)c2)c2ccccc12	-2	-1	1.1	0	-4	0	6	1	-2	0
CNc1ccccc1/C(O)=C(\C#N)C(=O)NCc1cccc2ccccc12	.	3	.	-1	-4	-3	.	-3	-9	1
O=C(Nc1cc(Cl)ccc1-n1cncn1)c1cn2ccccc2n1	1	3	0.7	-1	6	2	-5	1	2	-2
O=C(NC(=O)c1ccccc1)OCC(F)(F)F	-2	-2	-0.7	1	4	-7	0	1	6	4
C=CCNC(=O)NS(=O)(=O)c1ccc(C)cc1	-3	1	1.2	0	-5	3	4	4	-12	-1
Cc1ccc(O)c(NC(=O)c2cc(-c3ccco3)on2)c1	-12	0	-3.4	-1	5	1	-3	3	-7	0
O=C(OCC(=O)N1CCN(S(=O)(=O)c2ccc(Cl)cc2)CC1)c1cccc(OC(F)F)c1	-10	0	-0.9	-2	-4	5	4	6	-3	-1
O=C(COC(=O)Cc1ccc(Cl)cc1)Nc1cc(S(=O)(=O)N2CCOCC2)ccc1N1CCCC1	-2	-1	-0.8	1	6	1	0	-2	10	1
Cc1ccccc1S(=O)(=O)Cc1ccc(C(=O)O)o1	-1	-1	-1.4	4	4	-7	1	-2	0	0
C#CCOCCOCCOCCNc1nc(N2CCN(C(=O)[C@H](CCC(=O)O)n3cc(CN)nn3)CC2)nc(N2CCN(C(=O)[C@H](CCCN=C(N)N)n3cc(C(N)[C@@H](C)CC)nn3)CC2)n1 (stereo not given in full)	5	-2	0.0	3	3	-5	-4	-5	9	4
O=C(NCCc1csc(-c2cccnc2)n1)c1ccccc1Br	6	-1	-1.6	3	3	0	-1	-1	1	-4
O=C1S/C(=C\C=C\c2ccco2)C(=O)N1c1ccc(O)cc1	-3	31*	0.4	10	7	2	5	1	17	31*
CC(=O)Nc1ccc(OCC(=O)NCc2ccccc2)cc1	8	-4	-1.9	1	4	4	0	-4	-1	-3
COc1ccc(N2CCN(C(=O)C(OC(C)=O)c3ccccc3)CC2)cc1 (stereo not given)	3	-3	1.3	-1	12	1	-2	0	-2	2
O=C(CNC(=O)c1ccccc1F)N/N=C\C=C\c1ccccc1	2	-1	-5.0	-4	-4	-1	2	3	5	0
C=CCn1c(SC/C=C/c2ccccc2)nnc1-c1sc(N)nc1C	-2	2	-0.3	-3	-2	7	0	-2	8	1
CC(=O)NC1(c2ccc(F)cc2)CCN(C(=O)Nc2ccc(F)cc2F)CC1	-2	1	0.8	-3	-3	12	7	-5	-2	0
COc1ccc(-c2[nH]ncc2-c2ccc3c(c2)OCCO3)c(O)c1	-5	0	-0.4	-1	-14	2	1	1	-6	-3
C[N+]1=C(N)NC2=C3CCCCC3n3c(=O)n(-c4ccccc4)c(=O)n3C2C1 (stereo not given)	.	4	.	-1	4	5	.	1	4	-1
CC(=O)/C(N=Nc1ccc2c(c1)OCCO2)=C(\C)O	1	2	-2.5	-1	-9	3	-5	2	-4	0
CC(C)(C)c1ccc(-n2ncc3c2CCCC3NC(=O)c2ccco2)cc1 (stereo not given)	-20	-3	0.6	2	-18	-7	-5	-3	-2	-2

Sorted by length of the SMILES (lowest first): part of the list above
SMILES	HTRA1 inh	PRMT1 inh	PG9 binder	UHRF1 binding	TDP2 absorb	DDE Tn7 FP inh	TCR-CD3 inh	SIAE primary	mABHD4 FP	LEDGF integ inh
CC(=O)Nc1ccc(OCC(=O)NCc2ccccc2)cc1	8	-4	-1.9	1	4	4	0	-4	-1	-3
O=C(NCCc1csc(-c2cccnc2)n1)c1ccccc1Br	6	-1	-1.6	3	3	0	-1	-1	1	-4
O=C(Nc1cc(Cl)ccc1-n1cncn1)c1cn2ccccc2n1	1	3	0.7	-1	6	2	-5	1	2	-2
C=CCn1c(SC/C=C/c2ccccc2)nnc1-c1sc(N)nc1C	-2	2	-0.3	-3	-2	7	0	-2	8	1
O=C1S/C(=C\C=C\c2ccco2)C(=O)N1c1ccc(O)cc1	-3	31*	0.4	10	7	2	5	1	17	31*
CNc1ccccc1/C(O)=C(\C#N)C(=O)NCc1cccc2ccccc12	.	3	.	-1	-4	-3	.	-3	-9	1
COc1ccc(N2CCN(C(=O)C(OC(C)=O)c3ccccc3)CC2)cc1 (stereo not given)	3	-3	1.3	-1	12	1	-2	0	-2	2
CC(=O)NC1(c2ccc(F)cc2)CCN(C(=O)Nc2ccc(F)cc2F)CC1	-2	1	0.8	-3	-3	12	7	-5	-2	0
C[N+]1=C(N)NC2=C3CCCCC3n3c(=O)n(-c4ccccc4)c(=O)n3C2C1 (stereo not given)	.	4	.	-1	4	5	.	1	4	-1
O=C(OCC(=O)N1CCN(S(=O)(=O)c2ccc(Cl)cc2)CC1)c1cccc(OC(F)F)c1	-10	0	-0.9	-2	-4	5	4	6	-3	-1
O=C(COC(=O)Cc1ccc(Cl)cc1)Nc1cc(S(=O)(=O)N2CCOCC2)ccc1N1CCCC1	-2	-1	-0.8	1	6	1	0	-2	10	1
